# IkB signaling – suppresses IkB signaling in ABC-DLBCL reporter cells; ABC-DLBCL IkBa-CBG/CBR dual luciferase ratio, 4 h; response scale: scaled: untreated 0%, proteasome inhibitor 100%; Potency, µM (titrated, usually from 57.1 µM), inactives show at the highest dose IkBa stabilization activation; actives 0.04% (n = 110,000); AID 445; active = well fitted curve in the direction sought with a large enough effect in the signal ratio, not every such curve was filed as active; inconclusive = small, poorly fitted or top-dose-only effect, or a change in a side signal; the % refers to the signal ratio;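 also: the direction sought is a rising ratio; 0% = basal untreated cells and 100% = reference inhibitor full response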
#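 Luminescence ratio of IκBα-fused green versus native red beetle luciferase in OCI-Ly3 cells, 4 h post-doxycycline with compound; red signal alone, scaled from basal (0%) to zero light (-100%), flagged nonspecific or cytotoxic effects.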
# Imprint erasure – inducers of genomic imprint erasure in mouse ES cells. mouse ES Peg3-LacZ reporter, beta-gal luminescence, 40 h. Potency, µM (titrated, usually from 60.7 µM), inactives show at the top dose activity change, positive = activation, actives largely listed as activators. actives 0.02% (n = 110,000). AID 1948;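 also: 0% = negative control wells on the plate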
#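 Imprint erasure is scored as LacZ activity from the silenced maternal Peg3 allele in feeder-free female ES cells cultured 40 h with LIF. Luminescence is normalized to in-plate negative controls and fitted to the Hill equation.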
# p53ts 32C tox – kills p53ts cells at the permissive temperature; H1299-p53A138V at 32C, ATP luminescence viability, 24 h; Potency, µM (top dose mostly 46.1 µM), without a hit: top-dose activity change, negative = cytotoxicity, most hits filed as cytotoxic; actives 0.93% (n = 130,000); AID 924;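 also: 0% = DMSO and -100% = full killing by reference compound; nearly all actives have a fitted effect of over 55% in size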
#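 H1299-p53 A138V cells (temperature-sensitive p53) exposed 24 h to up to 46 uM compound at 32C, where p53 is wild-type in conformation. Viability read as ATP luminescence and normalised to DMSO and 100 uM tamoxifen. AC50 fitted with the Hill equation.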
# p53ts 39C kill – kills p53ts cells at the nonpermissive temperature; actives 1.5% (n = 130,000); Potency, µM (doses to about 46.1 µM), for inactives: at the top dose activity change, negative = cell killing, most hits filed as cytotoxic; H1299-p53A138V viability at 39C, ATP luminescence, 24 h; also: nearly all actives have a fitted effect of over 55% in size
# * = called active by the depositor; ? = inconclusive; nt = not tested or not shown; [ ] = another dose, or the depositor's remark. Unless noted, calls follow the shape of the dose curve; as a rule, active = well fitted curve in the direction sought with a large enough effect; inconclusive = small, poorly fitted or top-dose-only effect, or another doubt; inactive = no such curve, though single readings can be large; an effect the other way counts as inactive or inconclusive. Unless noted, % is scaled to controls: 0 for no effect and ±100 for the full control effect; potency is read from the fitted curve at half-maximal effect.
[1] Cc1ccc(N2CC(C(=O)Nc3ccc(Br)cc3)CC2=O)cc1 (stereo not drawn)
[2] CCCCCCCCCCCCCCCC(=O)OC/C=C(C)/C=C/C=C(C)/C=C/C1=C(C)CCCC1(C)C
[3] CCNc1ncc2nc(-c3ccc(OC)cc3)c(=O)n(CCOC)c2n1
[4] CC(=O)c1ccc(C(C)(C)c2ccc(C(C)=O)s2)s1
[5] Cc1cc(NS(=O)(=O)c2ccc(NC(=O)Nc3ccc4c(c3)OCO4)cc2)no1
[6] CCCN=CC1=C(O)CC(c2ccccc2)CC1=O (stereo not drawn)
[7] COc1ccc(CCNS(=O)(=O)c2cc(-c3cc(C)no3)ccc2C)cc1OC
[8] CCN(CC(N)=O)S(=O)(=O)c1ccc(Br)cc1

compound no.	1	2	3	4	5	6	7	8
IkB signaling	?	nt	0.0%[11.4 µM]	2.1%	-0.5%	nt	-2.9%	-1.1%
p53ts 39C kill	-18%	8%	-4%	6%	2%	12%	-2%	9%
p53ts 32C tox	2%	-5%	0%	2%	1%	-3%	-4%	7%
Imprint erasure	-7%[10.9 µM]	-20%	2%	-21%	-80%[inhibitor]	nt	-11%[10.9 µM]	-7%

[9] CCN(CC)S(=O)(=O)c1cc(Br)ccc1OC
[10] COc1ccc(Cn2c(CO)cnc2SCc2cccc(C)c2)cc1
[11] CCN(CCCNC(=O)CSc1cc(=O)n(C)c2cc(Cl)ccc12)c1cccc(C)c1
[12] CCOc1ccc(/C=C(\C#N)c2nc(-c3cc4ccccc4oc3=O)cs2)c(OCC)c1
[13] Clc1ccc(N=c2ssnc2Cl)cc1
[14] COc1cc(NC(=O)C2CCN(S(=O)(=O)c3ccc4c(c3)oc(=O)n4C)CC2)cc(OC)c1
[15] O=[N+]([O-])/C=C\c1cc2ccccc2[nH]1
[16] Cc1cccc(-n2ncc3c(NCCCn4ccnc4)ncnc32)c1

compound no.	9	10	11	12	13	14	15	16
IkB signaling	5.2%	?	-4.1%	3.7%	nt	?	0.1%[11.4 µM]	-2.9%
p53ts 39C kill	1%	-17%	4%	7%	-4%	-7%	-2%[9.22 µM]	-13%
p53ts 32C tox	-4%	0%	-15%	5%	-19%	-6%	-9%[9.22 µM]	-18%
Imprint erasure	-7%	13%[10.9 µM]	-9%[10.9 µM]	28%[10.9 µM]	nt	9%[10.9 µM]	-14%[10.9 µM]	-13%

# Some entries already given, reduced to p53ts 32C tox and p53ts 39C kill.
item	canonical_smiles	p53ts 32C tox	p53ts 39C kill
3	CCNc1ncc2nc(-c3ccc(OC)cc3)c(=O)n(CCOC)c2n1	0%	-4%
6	CCCN=CC1=C(O)CC(c2ccccc2)CC1=O (stereo not drawn)	-3%	12%

# New compounds follow
[17] O=S(=O)(NC1=NCCC1)c1cccs1
[18] COc1cccc(NC(=O)CN2C=NS(=O)(=O)c3ccccc32)c1
[19] CCc1ccccc1NC(=O)CC1NCCNC1=O (stereo not drawn)
[20] CCOC(=O)C1=C(c2ccccc2)NC(SCC(=O)Nc2ccc(C)cc2)=C(C#N)C1c1ccco1 (stereo not drawn)
[21] COc1cccc(Cn2c(=O)c(C)nc3cnc(N4CCOCC4)nc32)c1
[22] COc1ccc(N(Cc2cc3ccccc3[nH]c2=O)C(=O)c2cccc(Cl)c2)cc1
[23] COc1ccc(NC(=O)c2cc(Cl)ccc2NC(=O)c2ccco2)c(OC)c1
[24] COC(=O)c1sccc1NC(=O)C1C2C=CC(C2)C1C(=O)O (stereo not drawn)

compound no.	17	18	19	20	21	22	23	24
IkB signaling	0.7%	?	-0.8%	?	-0.6%[11.4 µM]	?	?	nt
p53ts 39C kill	9%	-10%	-6%	-5%	-11%	-10%	-12%	17%
p53ts 32C tox	-11%	13%	1%	11%	-8%	1%	-2%	11%
Imprint erasure	1%	-9%[10.9 µM]	-5%[10.9 µM]	-29%	nt	-12%[10.9 µM]	-5%	nt

[25] Cc1ccc(NC(=O)CSc2nnc(CSc3nc(C)cc(C)n3)n2Cc2ccco2)c(C)c1
[26] CCn1cc2nc(SCc3ccc(F)cc3)n(CCc3ccccc3)c(=O)c2n1
[27] CCS(=O)(=O)n1nc(-c2ccccc2)nc1N
[28] CCOC(=O)c1c(-c2ccccc2)oc2ccc(N(C(C)=O)S(=O)(=O)c3ccccc3)cc12
[29] O=C(COC(=O)c1ccccc1NC(=O)c1ccco1)NCCC1=CCCCC1
[30] O=C(c1ccncc1)N1CCC2(CCN(Cc3ccccc3)CC2)CC1
[31] CCOC(=O)c1c(C)[nH]c(CCC(=O)NCCCN2CCN(c3cc(Cl)ccc3C)CC2)c1C
[32] COc1ccc2oc(=O)cc(CN3CCN(c4ccc(F)cc4)CC3)c2c1

compound no.	25	26	27	28	29	30	31	32
IkB signaling	0.6%	?	-1.0%	?	0.7%	0.3%[11.4 µM]	?	0.6%
p53ts 39C kill	-2%	-1%	8%	5%	-25%	3%	?	1%
p53ts 32C tox	9%	-8%	-1%	3%	-2%	-8%	-4%	13%
Imprint erasure	-19%	-10%[10.9 µM]	5%	-16%[10.9 µM]	-27%	nt	-7%[10.9 µM]	-8%[10.9 µM]

[33] CCN1C(=O)[C@@H]2[C@H](C1=O)[C@@H]1C[C@H]3C(=O)N(CC)C(=O)[C@H]3[C@@H]3C1=C(C(=O)N1C(=O)O/C(=N\CC4CC4)[C@]31C)[C@@H]2C
[34] Cc1ccc(Cl)cc1-n1ncc2c(NCCC3=CCCCC3)ncnc21
[35] NC(=O)CSc1nc2ccccc2n1Cc1ccccc1F
[36] COc1cc(OC)c(CN2CCN(c3ccc(F)cc3)CC2)cc1Br
[37] N=c1n(CCN2CCOCC2)c2ccccc2n1CC(O)COc1ccccc1 (stereo not drawn)
[38] NC(=O)c1c(N)sc(=S)n1-c1ccccc1
[39] Cc1ccccc1C#N
[40] CCN1C(=O)/C(=C\N2CCCc3ccccc32)SC1=S

compound no.	33	34	35	36	37	38	39	40
IkB signaling	nt	?	2.6%	?	0.5%	4.7%	-1.3%	-2.1%
p53ts 39C kill	-8%	-13%	4%	-10%	-9%	16%	4%	3%
p53ts 32C tox	17%	55%[activator]	11%	-12%	-15%	6%	14%[1.84 µM]	7%
Imprint erasure	-2%	-15%[10.9 µM]	6%	-12%	4%	-5%	-6%	-7%

[41] C=CC(C)n1c(Br)nc2c1c(=O)[nH]c(=O)n2C (stereo not drawn)
[42] O=C(Nc1ccc2c(c1)OCO2)C1CCCN(S(=O)(=O)Cc2ccccc2)C1 (stereo not drawn)
[43] COc1ccc(-c2nnc3sc(CN4C(=O)c5ccccc5C4=O)nn23)cc1
[44] Cc1ccc(CCNC(=O)C2CCCN(c3nc4ccccc4o3)C2)cc1 (stereo not drawn)
[45] COc1ccc(CCN(CC(=O)NC2CCCC2)C(=O)CCC(=O)Nc2cc(C)on2)cc1OC
[46] COc1ccc(S(=O)(=O)NCC(c2ccco2)N2CCN(c3ccccc3F)CC2)cc1C (stereo not drawn)
[47] COc1ccc2c(CNC3CCCCCC3)c(C(=O)O)n(Cc3cccc(F)c3)c2c1
[48] O=C(COc1ccc2ccccc2c1)N1CCCC1

compound no.	41	42	43	44	45	46	47	48
IkB signaling	-2.1%	1.8%	-2.2%	4.1%	0.3%	?	0.0%	3.3%
p53ts 39C kill	-5%	10%	-17%	1%	6%	6%	-13%	15%
p53ts 32C tox	1%	2%	-1%	5%	6%	11%	3%	-5%
Imprint erasure	-3%	-6%	-6%	-12%	21%	-11%[10.9 µM]	-3%[10.9 µM]	-9%

[49] Cc1c(Cl)cccc1NC(=O)CC1Oc2ccccc2NC1=O (stereo not drawn)
[50] Cc1cc2ccccc2n1CCNC(=O)C1CCCC1
[51] COc1ccc(OCC(=O)Nc2ccc(NC(=O)c3ccco3)cc2)cc1
[52] COc1ccc(-c2cc3ccc(O)c(CN4CCOCC4)c3oc2=O)cc1OC
[53] CCOc1ccc(CNC(=O)C2CCN(C3=NS(=O)(=O)C(c4ccc(C)cc4)=C3CC)CC2)cc1
[54] CCCNC(=O)Cn1nc(C(F)(F)F)c2c1CCCC2
[55] CC1CCCC(C)N1S(=O)(=O)c1ccc(NC(=O)CNCC2CCCO2)cc1 (stereo not drawn)
[56] CC(=O)SCCC(=O)N1C(C)CCCC1C(=O)O (stereo not drawn)

compound no.	49	50	51	52	53	54	55	56
IkB signaling	?	-0.2%	1.2%	1.8%	?	nt	2.4%	-0.6%
p53ts 39C kill	10%	-1%	-1%	5%	-20%	20%	-7%	1%
p53ts 32C tox	1%	6%	-9%	34%[activator]	1%	16%	5%	9%
Imprint erasure	-2%[10.9 µM]	9%	-23%	?	22%[10.9 µM]	nt	-15%	6%

[57] O=C(NCc1ccccc1)c1cc(S(=O)(=O)N2CCOCC2)ccc1F
[58] CCC(C)NC(=O)Cc1ccc(NC(=O)N2CCCCc3ccccc32)cc1 (stereo not drawn)
[59] COc1ccc(C(=O)N2CCC3(CCCN(c4cccc(-c5ccccc5)c4)C3)CC2)cc1
[60] OC[C@@H](O)COc1cccc2ccccc12
[61] O=C1c2cccc3cccc(c23)C(=O)N1c1ccncc1
[62] CCc1ccc2nc(N(Cc3cccnc3)C(C)=O)sc2c1
[63] COCC(=O)N1CCC2(CC1)CN(c1ccc(-c3ccccc3)cc1)C2
[64] Cc1ccc(-c2nc3scc(CCNC(=O)c4cccc(Br)c4)n3n2)cc1
[65] c1ccc(Nc2c(-c3c[nH]c4ccccc34)nc3ccccn23)cc1
[66] Cc1ncoc1C(=O)Nc1ccccc1-c1ccccc1

compound no.	57	58	59	60	61	62	63	64	65	66
IkB signaling	1.3%	-0.4%	1.7%[11.4 µM]	0.4%	nt	-1.1%	11%[11.4 µM]	-2.0%	?	3.1%
p53ts 39C kill	5%	-19%	2%	-10%	21%	-8%	-21%	?	-21%	7%
p53ts 32C tox	-1%	-5%	21%	-10%	8%	7%	-15%	?	-1%	5%
Imprint erasure	15%	-8%[10.9 µM]	nt	5%	nt	14%[10.9 µM]	nt	-10%[10.9 µM]	6%[10.9 µM]	7%

# 15 of the compounds above, with values under each structure.
# Sequence of screens – IkB signaling, p53ts 39C kill, p53ts 32C tox, Imprint erasure
49. Cc1c(Cl)cccc1NC(=O)CC1Oc2ccccc2NC1=O (stereo not drawn)
    ?, 10%, 1%, -2%[10.9 µM]
50. Cc1cc2ccccc2n1CCNC(=O)C1CCCC1
    -0.2%, -1%, 6%, 9%
51. COc1ccc(OCC(=O)Nc2ccc(NC(=O)c3ccco3)cc2)cc1
    1.2%, -1%, -9%, -23%
52. COc1ccc(-c2cc3ccc(O)c(CN4CCOCC4)c3oc2=O)cc1OC
    1.8%, 5%, 34%[activator], ?
53. CCOc1ccc(CNC(=O)C2CCN(C3=NS(=O)(=O)C(c4ccc(C)cc4)=C3CC)CC2)cc1
    ?, -20%, 1%, 22%[10.9 µM]
54. CCCNC(=O)Cn1nc(C(F)(F)F)c2c1CCCC2
    nt, 20%, 16%, nt
55. CC1CCCC(C)N1S(=O)(=O)c1ccc(NC(=O)CNCC2CCCO2)cc1 (stereo not drawn)
    2.4%, -7%, 5%, -15%
56. CC(=O)SCCC(=O)N1C(C)CCCC1C(=O)O (stereo not drawn)
    -0.6%, 1%, 9%, 6%
57. O=C(NCc1ccccc1)c1cc(S(=O)(=O)N2CCOCC2)ccc1F
    1.3%, 5%, -1%, 15%
58. CCC(C)NC(=O)Cc1ccc(NC(=O)N2CCCCc3ccccc32)cc1 (stereo not drawn)
    -0.4%, -19%, -5%, -8%[10.9 µM]
59. COc1ccc(C(=O)N2CCC3(CCCN(c4cccc(-c5ccccc5)c4)C3)CC2)cc1
    1.7%[11.4 µM], 2%, 21%, nt
60. OC[C@@H](O)COc1cccc2ccccc12
    0.4%, -10%, -10%, 5%
61. O=C1c2cccc3cccc(c23)C(=O)N1c1ccncc1
    nt, 21%, 8%, nt
62. CCc1ccc2nc(N(Cc3cccnc3)C(C)=O)sc2c1
    -1.1%, -8%, 7%, 14%[10.9 µM]
63. COCC(=O)N1CCC2(CC1)CN(c1ccc(-c3ccccc3)cc1)C2
    11%[11.4 µM], -21%, -15%, nt
